Neddylation inh – inhibitors of cullin neddylation, primary screen, biochemical, TR-FRET, uHTS, NAE and Ubc12; calls only at 25 µM; actives 0.58% (n = 360,000); in the data active = inhibition above about 36%
Scp1 inh – Scp-1 phosphatase inhibitors, primary screen, biochemical, colorimetric, uHTS. AID 493091, 2011. actives 0.88% (n = 340,000). Recombinant Scp1, phosphopeptide, malachite green phosphate absorbance. inhibition, % at 20 µM;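 active = inhibition above about 50% at 20 µM, limit read from the data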;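 also: plate controls were DMSO wells with enzyme for no effect and wells lacking enzyme for full effect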
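Test system: SCP-1 phosphatase catalytic domain, residues 76-261; measured by: colorimetric phosphate reagent with accelerator and stabiliser, absorbance at 630 nm; timing: enzyme reaction 45 min at room temperature, colour 5 min, stabilisation 30 min; also added: Phosphorylated 17-residue peptide substrate; compound dosing: one concentration, 20 µM, with 1.0% DMSO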
Rpn11 inh – Rpn11 (PSMD14) deubiquitinase inhibitors, primary screen, biochemical, fluorescence polarization, uHTS; calls only at 20 µM; AID 588493, 2011; actives 0.59% (n = 360,000); human 26S proteasome, Ub4-pepOG fluorescence polarization; 20S core pre-blocked with epoxomicin;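 active = inhibition at 20 µM, scaled to each plate's controls, above about 33%, limit read from the data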
CSN inh – inhibitors of CSN-mediated cullin deneddylation, primary screen, biochemical, fluorescence polarization, uHTS; COP9 signalosome complex subunit 5 (Homo sapiens), Q92905; Purified CSN, SCF-Nedd8-OG deneddylation; inhibition, % at 12.5 µM; actives 0.38% (n = 360,000); AID 651999, 2013;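 active = pattern-corrected inhibition above about 35%, with an unprinted fluorescence ratio check between 0.5 and 1.5, limit read from the data, passing the limit was not always enough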;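 also: 0% = enzyme with substrate and 100% = substrate without enzyme; some results filed as inactive read as strong as hits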
Target sequence (Q92905 whole entry, looked up, one chain of several): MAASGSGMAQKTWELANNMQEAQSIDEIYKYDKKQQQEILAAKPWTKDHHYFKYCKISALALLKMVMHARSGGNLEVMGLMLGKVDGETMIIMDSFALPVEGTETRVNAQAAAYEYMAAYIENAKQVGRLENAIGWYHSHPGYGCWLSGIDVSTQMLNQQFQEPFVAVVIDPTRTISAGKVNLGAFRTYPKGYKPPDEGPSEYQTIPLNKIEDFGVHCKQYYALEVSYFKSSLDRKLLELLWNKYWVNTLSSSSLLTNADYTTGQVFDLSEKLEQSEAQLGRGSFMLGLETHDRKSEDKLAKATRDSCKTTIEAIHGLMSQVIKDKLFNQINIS
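Assay system: HEK293T-derived human Csn5 enzyme; quantity: 0.24 nM enzyme; medium: Tris/NaCl/DTT buffer, pH 7.5; also added: substrate SCFSkp2-Nedd8OG, 10 nM; doses: 12.5 µM compound; schedule: 90 min reaction at room temperature; signal: FP; read-out: % inhibition of substrate cleavage by Csn5; benchmarks: substrate-only high control, full reaction low control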
Rin1-Abl PPI inh – inhibitors of Rin1-Abl protein binding, primary screen, biochemical, TR-FRET. actives 0.4% (n = 360,000). AID 588664, 2011. inhibition, % at 7.35 µM; in the data active = inhibition above about 5%, passing the limit was not always enough
NadD block – inhibitors of S. aureus NadD, primary screen, biochemical, colorimetric, uHTS; Nicotinate-nucleotide adenylyltransferase NadD (Staphylococcus aureus N315); purified NadD enzyme, colorimetric absorbance read-out; inhibition, % at 20 µM; actives 0.78% (n = 360,000); in the data active = inhibition above about 26%; also: some compounds past the cut are filed as inactive
DNMT1 inh – human DNMT1 methyltransferase inhibitors, primary screen, biochemical, molecular beacon, fluorescence, HinP1I cleavage, uHTS. inhibition (reported as % activation of signal), % at 10 µM. DNA (cytosine-5)-methyltransferase 1 (Homo sapiens), P26358. actives 0.83% (n = 360,000). AID 588458, 2011; in the data active = inhibition above about 50%
STEP inh – STEP phosphatase inhibitors, primary screen, biochemical, fluorescence intensity, uHTS; Tyrosine-protein phosphatase non-receptor type 5 (Homo sapiens), P54829; recombinant STEP, OMFP fluorogenic substrate; inhibition, % at 20 µM; actives 0.25% (n = 360,000);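 active = inhibition at 20 µM, scaled per plate between control wells, above about 37%, limit read from the data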;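 also: 0% = DMSO with enzyme and substrate and 100% = substrate only without enzyme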
Target sequence (P54829 whole entry, looked up): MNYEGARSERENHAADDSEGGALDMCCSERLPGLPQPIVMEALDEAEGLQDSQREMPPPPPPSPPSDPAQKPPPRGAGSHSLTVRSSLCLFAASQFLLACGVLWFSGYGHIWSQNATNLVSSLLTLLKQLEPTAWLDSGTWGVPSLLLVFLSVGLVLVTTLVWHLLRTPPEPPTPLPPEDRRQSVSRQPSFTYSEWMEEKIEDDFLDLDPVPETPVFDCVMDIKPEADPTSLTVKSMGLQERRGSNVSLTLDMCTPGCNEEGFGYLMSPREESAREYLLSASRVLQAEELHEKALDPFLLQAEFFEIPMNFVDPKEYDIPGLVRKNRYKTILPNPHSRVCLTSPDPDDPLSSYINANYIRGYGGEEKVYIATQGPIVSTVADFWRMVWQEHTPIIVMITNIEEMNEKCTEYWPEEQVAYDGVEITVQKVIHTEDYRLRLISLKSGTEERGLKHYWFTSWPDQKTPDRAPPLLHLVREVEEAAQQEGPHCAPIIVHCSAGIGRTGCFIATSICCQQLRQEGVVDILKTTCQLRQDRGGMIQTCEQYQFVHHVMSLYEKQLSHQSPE
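Measure: Control-normalized % inhibition with plate pattern correction | Test system: STEP phosphatase, cell-free reaction | Medium: pH 6.0 Bis-Tris with DTT and Tween 20 | Technique: Fluorescence, 480/540 nm | Times: Reaction 20 min, ambient temperature | Doses: Single compound dose of 20 µM, 1% DMSO final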
LMPTP inh – LMPTP phosphatase inhibitors, primary screen, biochemical, fluorescence intensity, uHTS | Low molecular weight phosphotyrosine protein phosphatase (Homo sapiens), P24666 | recombinant LMPTP-A, OMFP fluorogenic substrate | inhibition, % at 20 µM | actives 0.22% (n = 360,000) | AID 651560, 2012;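 active = compounds that cut the enzyme signal by at least half of the control window in the single-dose screen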;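 also: plate controls were DMSO wells with enzyme plus substrate for no effect and substrate without enzyme for full effect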
Target sequence (P24666 whole entry, looked up): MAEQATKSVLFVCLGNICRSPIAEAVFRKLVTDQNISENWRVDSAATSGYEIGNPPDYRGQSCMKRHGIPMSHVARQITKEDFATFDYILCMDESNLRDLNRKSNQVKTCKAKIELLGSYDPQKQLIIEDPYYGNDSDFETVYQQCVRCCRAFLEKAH
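Test system: LMPTP-A phosphatase enzyme. Amount: LMPTP-A at 0.625 nM final in the reaction. Reagent: OMFP substrate, 400 µM final. Times: 50 min at room temperature. Signal: endpoint fluorescence intensity from OMFP dephosphorylation. Read-out basis: % inhibition. Benchmarks: no-enzyme and uninhibited controls.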
SUMO1 PPI mod – modulators of SUMO1 protein-protein interactions, primary screen, biochemical, uHTS; SUMO1 binding to a labelled peptide, TR-FRET, 1 h; inhibition, % at 20 µM; actives 0.33% (n = 360,000); AID 602429, 2012; in the data active = inhibition above about 37%
Active calls of the source: *; i = inactive; x = not tested or not shown; & = joins results of further samples.

SMILES	Neddylation inh	Scp1 inh	Rpn11 inh	CSN inh	Rin1-Abl PPI inh	NadD block	DNMT1 inh	STEP inh	LMPTP inh	SUMO1 PPI mod
COc1ccc(C)cc1NC(=O)CCCN1C(=S)NC(C)(C)CC1C (stereo not given)	i	-7.4	i	-3.8	-2.6	2.0	0.8	-0.1	-1.0	2.4
COc1ccc(OC)c(-c2cc(C(=O)NCc3ccc(Cl)cc3)no2)c1	i	-8.5	i	0.9	-2.4	-8.7	3.2	-0.8	3.9	-25.4
O=C(NC(Cc1ccccc1)C(=O)O)/C(=C\c1ccccc1F)NC(=O)c1ccccc1 (stereo not given)	i	-0.9	i	0.5	1.3	1.1	2.3	0.8	0.0	0.2
Nc1c(-c2cccc([N+](=O)[O-])c2)nc2ccccn12	i	-5.5	i	-0.7	-2.2	-2.1	-6.9	0.0	0.2	-19.6
CN1c2ccc(C=O)c3c(C=O)ccc(c23)N(C)C1(C)C	i	-7.1	i	-23.5	-11.7	-1.3	-9.3	3.2	3.5	-24.2
COc1ccc(NC(=O)N2C3CCCC2CC(NC(=O)c2ccccc2)C3)cc1 (stereo not given)	i	-8.1	i	-2.6	2.2	-4.9	2.1	0.4	-2.2	0.6
CC(C)c1ccc(CC(=O)N2CCC2(C)C(=O)NCc2cccc3ccccc23)cc1 (stereo not given)	i	x	i	-0.8	2.5	-7.2	1.4	3.2	0.7	-2.6
CCOc1ccc(-c2nnn(CC(=O)NCCc3c[nH]c4ccccc34)n2)cc1	i	-6.1	i	-0.9	0.9	-7.0	-11.2	7.2	2.8	3.7
O=C(NN=C1CCCCC1)NC1CCCCC1	i	-1.4	i	1.4	0.7	0.8	10.9	1.5	-0.3	-2.3
CCOC(=O)c1ccc(N2C(=O)C=CC2=O)cc1	i	-4.6	i	-1.8	-2.0	3.7	-5.4	-0.7	-1.0	3.1
COc1ccc(CCNC(=O)COC(=O)c2cc(S(=O)(=O)N3CCOCC3)ccc2C)cc1OC	i	-7.6	i	4.3	-0.3	2.2	-2.2	-2.8	-0.4	2.4
CCOC(=O)N1CCN(C(=S)Nc2ccc3nc(N4CCN(CC)CC4)cc(C)c3c2)CC1	i	-6.8	i	4.7	-7.2	0.4	-16.9	0.8	3.3	0.5
O=C(CCc1ccccc1)N[C@@H]1c2ccccc2CC[C@H]1OCc1ccccc1	i	-4.0	i	-3.5	-0.8	-8.8	10.4	2.8	-0.7	-1.8
Cc1n[nH]c(=S)n1/N=C/c1ccccc1OCc1ccc(Cl)cc1Cl	i	-1.7	i	0.1	0.2	10.9	20.8	3.1	1.5	2.5
CC(C)CCOP(=O)(c1ccc(N(C)C)cc1)C(O)c1c(Cl)cccc1Cl (stereo not given)	i	5.2	i	-2.7	0.5	-0.3	0.1	0.2	0.4	8.0
O=C(OCc1ccccc1Cl)c1ccccc1C(=O)c1ccccc1	i	-5.3	i	4.8	0.4	7.4	7.9	-0.6	2.4	-5.1
CCCc1c(-c2ccccc2F)ncn1CCc1ccccc1OC	i	x	x	-3.1	x	-1.2	x	x	1.9	4.9
O=C(Nc1cc(S(=O)(=O)N2CCCCC2)ccc1Cl)c1ccc(F)cc1	i	-12.7	i	1.8	1.8	-7.6	1.3	-0.2	1.2	1.9
CCOc1ncccc1C(=O)Nc1nnc(C(CC)CC)s1	i	-7.0	i	-3.0	5.0	0.2	0.2	2.6	1.1	2.7
CN1CCN(C(=O)/C(=C/c2cn(S(=O)(=O)N(C)C)c3ccccc23)NC(=O)c2ccccc2)CC1	i	-1.1	i	-0.4	-4.1	-8.1	1.9	-2.2	-0.9	0.0
COc1ccc(Cl)cc1NC(=S)N(Cc1ccccc1C)CC1CCC(C(=O)O)CC1 (stereo not given)	i	8.6	i	2.3	3.2	5.6	-2.4	3.0	0.2	0.9
NC(COCc1ccccc1)c1csc(Nc2ccccn2)n1 (stereo not given)	i	x	i	3.2	-2.3	0.9	-2.9	0.6	0.5	3.9
Cc1nc(N2CCCCC2)c2c(C)c(C(=O)Nc3ccc4c(c3)OCCO4)sc2n1	i	0.2	i	-5.3	-0.4	8.1	-6.5	0.0	3.4	-7.0
O=C(NCc1ccccc1)c1cc(C2CCCCN2S(=O)(=O)c2cccs2)on1 (stereo not given)	i	x	i	-4.7	-0.1	-0.5	2.8	-1.2	0.8	2.0
Cc1ccccc1C(=O)NC(=S)N(CCO)Cc1ccccc1	i	-12.3	i	-0.4	5.1	-11.0	0.5	-0.2	0.4	4.9
CN1CC(=O)N(CC(=O)Nc2ccc(F)cc2)c2ccccc2C1=O	i	3.0	i	2.6	-1.2	2.3	11.3	-0.3	-0.1	-0.6
COc1ccc(CNC(=O)C2Cc3cc(S(=O)(=O)N4CCCC4)ccc3N2C(C)=O)c(OC)c1 (stereo not given)	i	-6.3	i	2.4	-0.5	5.1	-3.6	1.0	-1.5	-2.7
Cc1cc(C)n(-c2nnc(C)n2NC(=O)c2cccc(Cl)c2)n1	i	-5.5	i	1.7	2.8	4.2	1.6	1.2	-1.6	1.5
COc1ccc(S(=O)(=O)N2CCN(Cc3ccccc3)CC2)cc1OC	i	-3.5	i	-3.7	-0.8	-0.5	-1.9	0.6	0.0	-1.0
Cc1cc(C)n(-c2nc(Nc3ccccc3C(F)(F)F)nc(-n3nc(C)cc3C)n2)n1	i	5.4	i	6.4	-0.9	12.9	-8.8	5.4	3.6	-0.6
Cc1c(OCC(=O)N[C@H](C(=O)O)c2ccccc2)ccc2c3c(c(=O)oc12)CCCC3	x	31.2	i	9.2	-0.2	4.3	7.2	9.4	1.3	23.9
CCOC(=O)C1=C(N)Oc2c(c(=O)[nH]c3ccccc23)C1c1ccccc1 (stereo not given)	i	-8.0	i	-0.1	1.3	-5.5	0.5	0.7	-1.6	2.6
CCN(CC)CCCN1C(=O)C(=O)/C(=C(/O)c2ccc3c(c2)OCCO3)C1c1ccco1 (stereo not given)	i	-4.9	i	-3.2	1.6	3.2	-1.2	14.2	-1.0	-3.6
CC1CC(C(F)(F)F)n2nc(C(=O)O)cc2N1 (stereo not given)	i	-11.2	i	-3.8	-5.2	0.8	-1.7	3.6	-1.2	1.1
Cn1c(SCC#N)nnc1-c1cccnc1	i	-3.2	i	0.8	-0.6	0.5	-4.1	1.4	-1.3	1.4
Cc1ccc(NC(=O)c2ccc(CNc3c(N4CCC(C)CC4)c(=O)c3=O)cc2)cc1	i	-6.8	i	2.3	-4.6	2.0	0.3	4.0	2.2	4.0
CCNC(=O)C1(C)CCCN(Cc2noc(-c3ccccc3OC)n2)C1 (stereo not given)	i	x	i	2.7	2.7	-4.5	-2.6	-0.2	-0.3	-8.1
O=C(O)C1CC(c2ccccc2)=NO1 (stereo not given)	i	-2.7	i	-1.1	2.3	5.2	3.7	-2.4	-1.4	-2.3
CN(C)Cc1ccccc1Sc1ccc2c(c1)CCCC2	i	3.8	i	-2.0	3.0	-2.2	-1.8	1.9	-1.2	0.5
CCC(C)[C@H](NC(=O)NCC1CCCO1)C(=O)OC (stereo not given in full)	i	0.5	i	0.5	-1.2	-9.9	1.6	-0.4	-1.7	0.7

Look-ups from the results shown.
Entry of `Cc1ccc(NC(=O)c2ccc(CNc3c(N4CCC(C)CC4)c(=O)c3=O)cc2)cc1` in STEP inh: 4.0
Entry of `CCNC(=O)C1(C)CCCN(Cc2noc(-c3ccccc3OC)n2)C1` (stereo not given) in Rin1-Abl PPI inh: 2.7
Entry of `CCOC(=O)C1=C(N)Oc2c(c(=O)[nH]c3ccccc23)C1c1ccccc1` (stereo not given) in DNMT1 inh: 0.5
Entry of `Cc1cc(C)n(-c2nc(Nc3ccccc3C(F)(F)F)nc(-n3nc(C)cc3C)n2)n1` in CSN inh: 6.4

Additional records.
SMILES	Neddylation inh	Scp1 inh	Rpn11 inh	CSN inh	Rin1-Abl PPI inh	NadD block	DNMT1 inh	STEP inh	LMPTP inh	SUMO1 PPI mod
CC(=O)N(c1ccccc1C)S(=O)(=O)c1ccc(Cl)cc1	i	4.7	i	-8.7	1.3	-3.3	3.3	0.3	1.2	1.4
COc1cc(-c2cc(=O)c3c(O)cc(O)cc3o2)cc(OC)c1OC	i	x	i	-3.2	-5.1	0.9	-1.4	1.9	19.3	5.3
Cc1ccc(N2C(=O)CC(Sc3ncn[nH]3)C2=O)cc1 (stereo not given)	i	-4.7	i	4.0	-0.6	-3.5	3.2	-0.6	-5.6	-3.0
CCCc1ccc(OCc2ccc(C(=O)N3CCN(c4ccccn4)CC3)o2)c(OC)c1	i	0.8	i	6.5	3.5	3.9	-0.1	-0.2	2.7	5.4
Cc1cc(SCC(=O)O)nc2ccccc12	i	-6.6&-2.5	i	-3.4&7.6	-9.7&-10.7	2.3&-4.4	2.0&2.7	0.7&-1.6	-1.8&-0.5	2.4&1.3
CN(C(=O)CN1C(=O)NC2(CCCc3ccccc32)C1=O)C1CCCCC1 (stereo not given)	i	-2.5	i	-1.7	-1.4	8.5	1.7	-2.3	0.0	-1.3
Cc1ccc2c(c1)c(C)c(C)n2CC(O)CN1CCOCC1 (stereo not given)	i	-2.2	i	-1.8	-0.3	-4.9	-1.4	-2.9	-2.3	-1.1
CN1CC(=O)N(CC(=O)NC2CCCCC2)C1=O	i	8.0	i	-2.1	2.8	-2.4	0.7	-3.5	-1.5	1.9
CC(C)CN(C(=O)CCC(=O)OCC(=O)N(C)c1ccccc1)c1c(N)n(CC(C)C)c(=O)[nH]c1=O	i	-1.2	i	1.3	-0.4	-5.7	1.4	-1.7	-1.8	2.8
Cc1ccc(C(=O)N/C(=C/c2ccco2)C(=O)Nc2cccc(C)c2)cc1	i	-0.1	i	10.2	-1.5	-4.8	1.7	1.2	0.3	-2.0

One compound at a time, from the list above:
Results for Cc1ccc2c(c1)c(C)c(C)n2CC(O)CN1CCOCC1 (stereo not given) = Neddylation inh: i; Scp1 inh: -2.2; Rpn11 inh: i; CSN inh: -1.8; Rin1-Abl PPI inh: -0.3; NadD block: -4.9; DNMT1 inh: -1.4; STEP inh: -2.9; LMPTP inh: -2.3; SUMO1 PPI mod: -1.1
Results for CC(C)CN(C(=O)CCC(=O)OCC(=O)N(C)c1ccccc1)c1c(N)n(CC(C)C)c(=O)[nH]c1=O = Neddylation inh: i; Scp1 inh: -1.2; Rpn11 inh: i; CSN inh: 1.3; Rin1-Abl PPI inh: -0.4; NadD block: -5.7; DNMT1 inh: 1.4; STEP inh: -1.7; LMPTP inh: -1.8; SUMO1 PPI mod: 2.8
